Screening data as filed in PubChem BioAssay.
P. falciparum M1AAP: malaria alanyl aminopeptidase activity blockers – biochemical, fluorogenic H-Leu-NHMec substrate, 1536-well (AID 1445). recombinant M1AAP, H-Leu-NHMec fluorogenic kinetic assay; higher % means a stronger effect. inhibition, % at 30 µM; hits with a dose series show IC50 in µM. 220,000 tested, 0.42% active;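 active means primary inhibition above the hit cutoff, then over 50% inhibition at one or more dose response concentrations, cut at about 23% in these data, passing the limit was not always enough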;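 further: plate controls were DMSO full reaction for no effect and no enzyme background for full effect; strong numbers were not always called active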
Yfh1-off respiration: enhancers of respiration in Yfh1-depleted yeast, dose response, Friedreich's ataxia, plus single-dose screen (AID 1465); S. cerevisiae Yfh1-off respiration, WST-1 reduction, 72 h; higher fold induction means a stronger effect; fold induction at 50 µM, or EC50 in µM where a hit was titrated; 220,000 tested, 0.074% active;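 active means fold induction of absorbance versus untreated yeast above a set limit, then at least 30% activation at any dose in follow-up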;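 further: activators that raise dye reduction in frataxin-depleted yeast; strong numbers were not always called active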
XIAP displacement: XIAP antagonists, biochemical, IAP family, fluorescence polarization (AID 1018); XIAP BIR domain, fluorescence polarization peptide displacement; higher % means a stronger effect; displacement, % at 20 µM; hits with a dose series show IC50 in µM; 200,000 tested, 0.007% active; in the data active means displacement above about 50%; further: a part of the inactive calls stands beside numbers as strong as those of hits
SIAH1 antagonists: Siah-1 peptide-binding antagonists, primary screen, biochemical, fluorescence polarization, rhodamine-plectin, uHTS (AID 1817); Siah-1 / rhodamine-plectin peptide fluorescence polarization; higher % means a stronger effect; 290,000 tested, 0.02% active; one-dose displacement, % at 20 µM; IC50 in µM for titrated hits;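 active means displacement of at least 50% at 20 µM, with a fluorescence ratio check between 0.3 and a set limit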;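 further: plate controls were Siah plus tracer with DMSO for no effect and tracer alone without Siah for full effect; strong numbers were not always called active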
ER stress rescue: rescue of cells from ER stress-induced death, primary screen, 384-well, CSM14.1, thapsigargin, ATP luminescence (AID 1222). CSM14.1 thapsigargin-induced death rescue, ATP luminescence; higher % means a stronger effect. 190,000 tested, under 10 active. cellular ATP content (survival), % at 20 µM; hits with a dose series show EC50 in µM;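 active means EC50 below 50 µM in the dose-response confirmation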;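 further: death triggered by thapsigargin at about 15 µM added after 2 h compound pretreatment; cell ATP read after overnight thapsigargin exposure of roughly 18 to 22 hours; normalized against plate controls of thapsigargin alone and 5% DMSO vehicle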
West Nile virus CPE: inhibition of WNV-induced cytopathic effect – cell-based, CPE readout (AID 1621); one-dose CPE inhibition, % at 10 µM; IC50 in µM for titrated hits; 290,000 tested, 0.02% active; West Nile virus-infected cells, CPE inhibition; higher % means a stronger effect; in the data active means a potency from the dose series; further: strong numbers were not always called active
PhoP inhibition: inhibitors of PhoP regulon expression, primary screen, Salmonella Typhimurium, GFP reporter (AID 1863); inhibition, % at 50 µM, or IC50 in µM where a hit was titrated; 300,000 tested, 0.16% active; S. Typhimurium PhoP-regulated promoter GFP reporter, 4 h; higher % means a stronger effect;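 active means inhibition over 29.93%, a cutoff 3 SD above the screen mean, later confirmed by dose response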;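 further: 0% = low Mg2+ inducing control and 100% = high Mg2+ repressing control; strong numbers were not always called active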
P. falciparum M17LAP: P. falciparum M17LAP inhibitors, primary screen, biochemical, fluorogenic H-Leu-NHMec substrate, 1536-well (AID 1619); recombinant M17LAP, H-Leu-NHMec fluorogenic kinetic assay; higher % means a stronger effect; one-dose inhibition, % at 30 µM; IC50 in µM for titrated hits; 220,000 tested, 0.38% active;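 active means compound inhibiting the enzyme by more than half at any dose during confirmatory dose-response retesting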;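 further: plate controls were full reaction with DMSO carrier for no effect and no enzyme background for full effect; strong numbers were not always called active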
PMI inhibition: MPI inhibition at elevated mannose 6-phosphate – biochemical, fluorescence intensity, high mannose 6-phosphate, primary screen (AID 1220); recombinant PMI enzyme, coupled fluorescence intensity; higher % means a stronger effect; inhibition, % at 20 µM; hits with a dose series show IC50 in µM; 190,000 tested, 0.66% active; in the data active means inhibition above about 50%
Starred values were filed as active, the others as inactive; i = inactive; · = not tested or not shown.

SMILES	P. falciparum M1AAP	Yfh1-off respiration	XIAP displacement	SIAH1 antagonists	ER stress rescue	West Nile virus CPE	PhoP inhibition	P. falciparum M17LAP	PMI inhibition
Cc1cc(C)c2c(-n3cccc3)c(NC(=O)OCc3ccccc3)sc2n1	-1%	i	-4.8%	2%	-2.8%	-0.2%	-1%	-2%	14%
CCOc1ccc(OCC(=O)OCn2c(SC)nnc(C)c2=O)cc1	14%	i	-3.3%	-2%	-1.0%	-0.1%	-12%	-8%	17%
Cc1nnc2n(c1=O)N=C(c1ccc(Cl)cc1)CS2	10%	i	1.1%	-10%	-2.5%	-0.7%	-10%	25%	-1%
Cc1ccc(Nc2nc3ccccc3c(=O)s2)cc1C	10%	i	-3.3%	-5%	-4.0%	0.1%	-10%	-3%	-16%
Cn1c(NC(=O)c2ccc(F)cc2)c(-c2cccs2)c(=O)c2ccccc21	2%	i	·	5%	·	0.8%	-2%	-2%	·
Nn1c(Cc2cccc3ccccc23)nnc1SCc1ccccc1Cl	8%	i	-1.3%	-4%	-0.6%	-0.5%	-5%	4%	-5%
CCOC(=O)Cc1csc(NC(=O)CCCC(=O)O)n1	-3%	i	·	-1%	·	0.0%	3%	-4%	·
CC12CC(NC(=O)N1Cc1ccccc1)c1ccccc1O2 (stereo unspecified)	25%*	i	-4.6%	3%	-1.3%	-0.6%	-10%	6%	-3%
O=C(c1ccc2c(c1)C(=O)N(Cc1ccco1)C2O)N1CCOCC1 (stereo unspecified)	2%	i	-2.4%	0%	0.0%	-0.5%	6%	-6%	26%
Nc1cnn(Cc2ccc(F)cc2)c1	0%	i	-7.8%	9%	1.2%	0.7%	7%	9%	7%
O=S(=O)(NCc1cc(-c2ccc(Cl)cc2)no1)c1ccc(Cl)cc1	-1%	i	-0.3%	1%	-1.0%	-0.3%	-2%	-4%	4%
C[C@]12CCC(=O)C=C1CC[C@@H]1[C@@H]2[C@@H](O)C[C@@]2(C)[C@H]1CC[C@]2(O)C(=O)CO	1%	i	-8.1%	5%	-1.9%	0.1%	2%	-5%	-6%
Cc1cc(C)nc(NC2=NCC(=O)N2c2ccc(F)c(Cl)c2)n1	16%	i	-1.8%	6%	-2.3%	0.1%	-4%	7%	-8%
COc1cc(NC(=O)c2cc(C)on2)cc(C(=O)Nc2cccc(C(F)(F)F)c2)c1	3%	i	·	1%	·	-0.3%	4%	-3%	·
CC(C)c1ccccc1OCCNS(C)(=O)=O	2%	i	-2.8%	1%	0.0%	1.2%	4%	22%	6%

Part of the list above in a different format.
SMILES,P. falciparum M1AAP,Yfh1-off respiration,XIAP displacement,SIAH1 antagonists,ER stress rescue,West Nile virus CPE,PhoP inhibition,P. falciparum M17LAP,PMI inhibition
C[C@]12CCC(=O)C=C1CC[C@@H]1[C@@H]2[C@@H](O)C[C@@]2(C)[C@H]1CC[C@]2(O)C(=O)CO,1%,i,-8.1%,5%,-1.9%,0.1%,2%,-5%,-6%
Cc1ccc(Nc2nc3ccccc3c(=O)s2)cc1C,10%,i,-3.3%,-5%,-4.0%,0.1%,-10%,-3%,-16%
O=C(c1ccc2c(c1)C(=O)N(Cc1ccco1)C2O)N1CCOCC1 (stereo unspecified),2%,i,-2.4%,0%,0.0%,-0.5%,6%,-6%,26%
CCOc1ccc(OCC(=O)OCn2c(SC)nnc(C)c2=O)cc1,14%,i,-3.3%,-2%,-1.0%,-0.1%,-12%,-8%,17%
COc1cc(NC(=O)c2cc(C)on2)cc(C(=O)Nc2cccc(C(F)(F)F)c2)c1,3%,i,·,1%,·,-0.3%,4%,-3%,·
CC12CC(NC(=O)N1Cc1ccccc1)c1ccccc1O2 (stereo unspecified),25%*,i,-4.6%,3%,-1.3%,-0.6%,-10%,6%,-3%
CC(C)c1ccccc1OCCNS(C)(=O)=O,2%,i,-2.8%,1%,0.0%,1.2%,4%,22%,6%

(list continues)
SMILES	P. falciparum M1AAP	Yfh1-off respiration	XIAP displacement	SIAH1 antagonists	ER stress rescue	West Nile virus CPE	PhoP inhibition	P. falciparum M17LAP	PMI inhibition
N=c1c2c(ncn1CCN1CCOCC1)Oc1ccc3ccccc3c1C2c1ccccc1 (stereo unspecified)	9%	i	-1.9%	-1%	-4.0%	2.7%	6%	3%	-5%
C=CCN1C(C(=O)c2ccccc2)=C(OC(=O)COc2ccccc2)c2ccccc2S1(=O)=O	6%	i	-2.5%	15%	-3.0%	-1.8%	2%	35%	-18%
COc1cc(NC(=S)NCc2ccco2)c(OC)cc1Cl	3%	i	-4.6%	16%	-0.3%	-0.8%	-11%	0%	6%
COc1ccc2[nH]c(=O)c(CN(Cc3cccs3)S(=O)(=O)c3cccc4nsnc34)cc2c1	9%	i	-2.6%	5%	·	2.0%	-16%	6%	7%
O=C(CSc1nnc(Cn2c(=O)sc3ccccc32)n1-c1ccccc1)NCC1CCCO1 (stereo unspecified)	18%	i	-8.3%	1%	·	-0.5%	4%	8%	-4%
CC(C)Oc1ccc(C(=O)NNC(=O)c2ccccc2C(=O)O)cc1	4%	i	-1.4%	0%	-0.7%	0.1%	11%	5%	-2%
O=C(Nc1cc(Sc2nc3ccccc3s2)cc([N+](=O)[O-])c1)c1cccc(F)c1F	2%	i	-5.5%	4%	-0.9%	-1.4%	7%	-6%	6%
CCOC(=O)C(C(=O)c1ccccc1)C1CC(C)NC(=S)N1 (stereo unspecified)	8%	i	-8.8%	1%	-4.6%	0.1%	2%	-9%	6%
O=C(Cn1cnc2scc(-c3ccc(F)cc3)c2c1=O)N1CCOCC1	9%	i	-0.2%	-2%	-1.0%	0.1%	-8%	6%	-8%
Cc1cc(C=O)c(C)n1-c1ccc(N2CCCCC2)c([N+](=O)[O-])c1	18%	i	-6.8%	-3%	0.9%	0.6%	-2%	2%	-6%
COc1ccc(/C=C/C(=O)NCc2ccc(F)cc2)cc1S(=O)(=O)N1CCOCC1	13%	i	·	11%	·	-0.4%	-6%	-4%	·
CCCCCC(=O)NC(Nc1ccc(S(N)(=O)=O)cc1)C(Cl)(Cl)Cl (stereo unspecified)	5%	i	-8.4%	0%	-2.3%	-1.6%	-6%	1%	-8%
C=CCN(c1ccccc1)S(=O)(=O)c1cccc(C(=O)Oc2ccc3c(C)cc(=O)oc3c2)c1	8%	i	3.0%	8%	8.6%	0.2%	0%	i	7%
COc1ccccc1CC(=O)NNS(=O)(=O)c1ccccc1[N+](=O)[O-]	-4%	i	-2.7%	-2%	-0.1%	0.0%	-6%	-6%	8%
O=C(CC(=O)N/N=C/c1ccc(F)cc1)N/N=C/c1ccc(F)cc1	-1%	i	·	-1%	·	0.3%	3%	-10%	·
CCCC(=O)C1=C(O)C(c2cccc(Oc3ccccc3)c2)CCC1=O (stereo unspecified)	-1%	i	-7.0%	2%	·	0.3%	1%	2%	-14%
O=C(NCc1ccccn1)/C(=N/O)c1ccccc1	7%	i	0.6%	2%	0.3%	0.1%	-6%	-11%	4%
CCOC(=O)c1ccc(Nc2ccc([N+](=O)[O-])cn2)cc1	-2%	i	-2.0%	-3%	-2.3%	0.6%	-8%	6%	1%
COc1cc(OC)cc(C(=O)NCc2ccc3c(c2)cc(C)n3C)c1	4%	i	0.8%	17%	1.4%	0.9%	6%	3%	6%
CC(C)c1cc(N=NC(N)=O)cc(C(C)C)c1O	21%	i	-4.1%	-6%	1.7%	-1.0%	0%	29%	·
C/C(=N/NC(=O)CNC(=O)c1cccc(F)c1)c1ccc2c(c1)CCCC2	0%	i	-2.1%	1%	-1.2%	-0.5%	5%	-5%	2%
CC1(C)Cc2c(sc(NC(=O)Cc3ccccc3)c2C#N)CO1	11%	i	·	0%	·	0.4%	-7%	20%	·
CC(=O)Nc1cc(C(=O)NCCN2CCN(Cc3ccccc3)CC2)ccc1Sc1ccc(C)cc1	5%	i	-7.9%	3%	28%	-0.4%	-2%	9%	5%
CCCc1cc(=O)oc2c(C)c(O)c(CN3CCCCC3)cc12	-4%	i	-3.9%	0%	0.1%	0.7%	14%	-43%	16%
COc1ccc(S(=O)(=O)Nc2cccc(NC(C)=O)c2)cc1	-3%	i	-8.1%	-3%	1.1%	0.0%	5%	4%	10%
C=CCC1CCCCC12NC(=O)NC2=O (stereo unspecified)	12%	i	-5.5%	-2%	-0.9%	0.2%	25%	-4%	6%
COc1ccc(CN2CCN(C(=O)c3cccc(OC)c3OC)CC2)cc1OC	-1%	i	-6.7%	4%	-1.9%	0.6%	-3%	-5%	2%
CCOC(=O)c1ccc2c(c1)nc(C1CCN(S(=O)(=O)c3cccs3)CC1)n2CC	-4%	i	-6.6%	-1%	3.4%	0.3%	11%	-3%	8%
CCOc1ccc(C(=S)N2CCCC2)cc1	-5%	i	-12%	3%	-2.1%	0.6%	13%	1%	6%
O=C(Nc1ccc(N2CCCCC2)cc1)c1ccccc1	3%	i	-3.9%	-1%	-4.4%	-0.4%	-13%	-1%	7%
CC(C)(C)NC(=O)C(c1ccccc1)N(C(=O)c1csnn1)C1CC1 (stereo unspecified)	3%	i	-4.1%	3%	-0.7%	-0.7%	10%	-5%	4%
OCCC1CN(Cc2ccc3nsnc3c2)CCN1C1CCCC1 (stereo unspecified)	-2%	i	-2.5%	0%	0.0%	0.3%	4%	-7%	-3%
Cc1sc2c(=O)n3c(nc2c1C(=O)NCCCN1CCOCC1)CCCCC3	10%	i	-1.9%	-2%	-1.6%	0.0%	2%	15%	-7%
c1ccc(Oc2ccc(-c3ccnc4ncnn34)cc2)cc1	12%	i	-8.3%	-7%	-1.2%	-0.9%	-9%	-1%	-4%
CCCOc1ccc(N2C(=O)CC(N(Cc3ccc(S(N)(=O)=O)cc3)C(=O)CC)C2=O)cc1 (stereo unspecified)	-6%	i	-2.2%	-2%	·	0.1%	23%	4%	12%
COc1ccc2cc3c(N)nn(C(=O)c4ccccc4[N+](=O)[O-])c3nc2c1	4%	i	-0.5%	-2%	1.7%	-0.2%	-7%	2%	12%
Cc1ccnc(NS(=O)(=O)c2ccc(Cl)nc2)c1	2%	i	·	2%	·	1.0%	0%	2%	·
Fc1ccc(-c2cnn3c(-c4cccs4)ccnc23)cc1	2%	i	-8.1%	-1%	·	-0.4%	-3%	-2%	-10%
O=C(Nc1ccc(Cl)cc1C(=O)Nc1ccncc1)c1ccco1	11%	i	-10%	-6%	-2.4%	-0.1%	-7%	1%	-7%
CCOC(=O)C1=C(CC)OC(N)=C(C#N)C1c1cccs1 (stereo unspecified)	9%	i	-4.5%	-3%	1.6%	-0.3%	-2%	14%	5%
CCN1CCN(C(=O)c2ccc(-c3nc4ccccc4s3)s2)CC1	8%	i	-3.9%	0%	-0.8%	-0.6%	9%	-12%	-1%
O=C(COc1ccccc1)N/N=C/c1ccc2c(c1)OCO2	-2%	i	-7.1%	-5%	-1.5%	-0.1%	5%	-1%	12%
